hcDAF12 agonist = H. contortus DAF-12 nuclear receptor activators, primary screen, cell-based, luminescence, HEK293, lit1-tk-luc reporter | AID 652067, 2013 | HEK293 hcDAF-12 lit1-tk-luc reporter; 0% DMSO, 100% Δ7-dafachronic acid | 1.4% of 370,000 active | activation, % at 6.8 µM;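 active means activation above the mean of all tested compounds plus 3 SD, cut at about 5.5% in these data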;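 further: 100% = response to 3 µM Δ7-dafachronic acid high control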
MBD2 DNA inh = inhibitors of MBD2 binding to methylated DNA, primary screen, biochemical, TR-FRET, DNA-binding domain, human. MBD2 binding to methylated oligonucleotide. 0.31% of 370,000 active. Methyl-CpG-binding domain protein 2 (Homo sapiens), Q9UBB5. inhibition, % at 4.4 µM; in the data active means inhibition above about 13%
ADAM17 inh = ADAM17 inhibitors, primary screen, biochemical, QFRET; inhibition, % at 6.95 µM; 0.83% of 370,000 active; recombinant ADAM17, EDANS/DABCYL FRET peptide cleavage; AID 720648, 2013;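 active means inhibition above the mean of compounds lying between control limits plus 3 SD, set per campaign, cut at about 8.5% in these data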;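 further: 0% = DMSO-only wells as the low control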
Target sequence (P78536 215-824 limits assumed): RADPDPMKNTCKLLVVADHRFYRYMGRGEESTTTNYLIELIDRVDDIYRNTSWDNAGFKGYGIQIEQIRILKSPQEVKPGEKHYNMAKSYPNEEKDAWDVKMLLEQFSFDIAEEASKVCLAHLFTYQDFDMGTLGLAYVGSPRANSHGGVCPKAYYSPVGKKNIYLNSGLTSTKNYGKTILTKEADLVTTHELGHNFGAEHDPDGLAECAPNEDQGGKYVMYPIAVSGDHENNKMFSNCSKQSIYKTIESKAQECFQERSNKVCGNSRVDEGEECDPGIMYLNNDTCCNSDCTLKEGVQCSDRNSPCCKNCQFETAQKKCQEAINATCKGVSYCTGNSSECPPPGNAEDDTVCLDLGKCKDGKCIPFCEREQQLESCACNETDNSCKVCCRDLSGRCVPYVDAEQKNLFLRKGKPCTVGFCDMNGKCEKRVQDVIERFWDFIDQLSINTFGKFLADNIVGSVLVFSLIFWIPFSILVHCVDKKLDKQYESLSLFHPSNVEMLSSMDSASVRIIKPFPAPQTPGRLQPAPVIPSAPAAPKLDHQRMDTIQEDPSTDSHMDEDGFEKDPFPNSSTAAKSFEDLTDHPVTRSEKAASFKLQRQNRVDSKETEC
ssDAF-12 act = S. stercoralis DAF-12 nuclear receptor activators, primary screen, cell-based, luminescence, HEK293, GRIP1 co-expression, lit1-tk-luc; Nuclear hormone receptor DAF-12 (Strongyloides stercoralis); HEK293 ssDAF-12/GRIP1 lit1-tk-luc reporter; % of 3 µM dafachronic acid response; activation, % at 6.8 µM; 1% of 370,000 active; AID 652126, 2013;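 active means activation above the mean over all tested compounds plus 3 SD, cut at about 0.9% in these data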;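 further: 0% = DMSO-only wells and 100% = 3 µM delta7-dafachronic acid wells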
NR1D1 modulator = modulators of Rev-erb alpha DNA binding, primary screen, biochemical, FITC-DNA, fluorescence polarization, uHTS. Nuclear receptor subfamily 1 group D member 1 (Homo sapiens), P20393. Rev-erbα–FITC-DNA binding, 90 min. activity, % at 10 µM. 0.79% of 370,000 active. AID 1259318, 2017;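 active means activity above about 14%, limit read from the data; passing the limit was not always enough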;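 further: 0% = DMSO wells with 35 nM protein and 100% = DMSO wells with 750 nM protein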
hgDAF-12 ag = H. glycines DAF-12 receptor agonists, primary screen, cell-based, luminescence, HEK293, GAL4 fusion, UAS-luciferase | HEK293 GAL4-hgDAF12 UAS-luciferase reporter, agonist luminescence; normalized to butyrate control | 1.8% of 370,000 active | activation, % at 6.8 µM | Nuclear hormone receptor DAF-12 (Heterodera glycines), GAL4 fusion;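 active means activation above a cutoff set at the mean of all screened compounds plus 3 SD, cut at about 10% in these data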;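 further: 0% = DMSO wells and 100% = sodium butyrate wells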
DAX1 inh-1 = DAX1 (NR0B1) inhibitors, primary screen, cell-based, HEK293, Gal4-DAX1, luciferase luminescence; Nuclear receptor subfamily 0 group B member 1 (Homo sapiens), P51843; HEK293 Gal4-DAX1 luciferase reporter; inhibition, % at 6.75 µM; 0.99% of 340,000 active; AID 504766, 2011;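 active means inhibition above the mean over all tested compounds plus 3 SD, cut at about 4.2% in these data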;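 further: 0% = DAX1-transfected cells with DMSO and 100% = empty-vector control cells with DMSO; inhibition shows as a rise in luminescence from relieved DAX1 repression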
Target sequence (P51843 207-470 limits assumed): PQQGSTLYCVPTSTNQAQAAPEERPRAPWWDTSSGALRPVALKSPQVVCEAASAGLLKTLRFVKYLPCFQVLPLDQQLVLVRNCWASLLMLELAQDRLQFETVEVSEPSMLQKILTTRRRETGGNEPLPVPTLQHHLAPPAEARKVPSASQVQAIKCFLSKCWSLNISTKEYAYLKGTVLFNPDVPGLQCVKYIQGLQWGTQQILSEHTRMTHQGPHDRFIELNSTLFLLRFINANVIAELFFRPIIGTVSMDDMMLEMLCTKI
PLC-beta3 inh = human PLC-beta3 inhibitors, primary screen, biochemical, fluorescence. 1-phosphatidylinositol 4,5-bisphosphate phosphodiesterase beta-3 (Homo sapiens), Q01970. Purified PLC-beta3, fluorogenic substrate. inhibition, % at 12.2 µM. 0.18% of 370,000 active; in the data active means inhibition above about 11%;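 further: 0% = median of compound wells on plate and 100% = full blocker control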
SMARCA2 act = SMARCA2 (BRM) function activators, primary screen, cell-based, luminescence, high throughput | MG213 cells, MMTV-luciferase reporter, dexamethasone, overnight | activation, % at 9.1 µM | 1% of 370,000 active | AID 652017, 2013; in the data active means activation above about 7.8%;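 further: 0% = vehicle wells and 100% = reference activator wells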
DAX1 inh-2 = DAX1 (NR0B1) inhibitors on StAR promoter, primary screen, cell-based, luminescence, SF-1 (NR5A1), full-length DAX-1 | inhibition, % at 6.8 µM | AID 652010, 2013 | HEK293T StAR-luciferase reporter, SF-1/DAX-1 repression relief | 1.1% of 370,000 active;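 active means inhibition above the mean over all tested compounds plus 3 SD, cut at about 3.6% in these data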;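 further: 0% = DAX-1 cells with DMSO and 100% = cells lacking DAX-1 with DMSO; higher inhibition means more luminescence from relief of DAX-1 repression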
PLCg1 inh = PLC-gamma1 enzyme inhibitors, primary screen, biochemical, fluorescence, purified enzyme | 1-phosphatidylinositol 4,5-bisphosphate phosphodiesterase gamma-1 (Homo sapiens), P19174 | fluorogenic substrate | inhibition, % at 12.2 µM | 0.84% of 370,000 active | AID 720700, 2013; in the data active means inhibition above about 9.5%
Active calls of the source: *; · = no result given. Rows are unselected; 7.4% or so of the library scored in one or more.

molecule,DAX1 inh-2,hcDAF12 agonist,ssDAF-12 act,hgDAF-12 ag,DAX1 inh-1,SMARCA2 act,PLC-beta3 inh,ADAM17 inh,PLCg1 inh,NR1D1 modulator,MBD2 DNA inh
Cc1ccc(C2CC(C(F)(F)F)n3nc(C(=O)NCc4ccco4)cc3N2)cc1 (stereo unspecified),-1.3,0.7,-0.5,-2.5,-1.1,-2.5,1.0,5.3,-3.6,4.7,0.2
C/C=C1\NC(=O)[C@H](C)NC(=O)[C@@H](NC(=O)[C@@H](Cc2ccc(O)cc2)NC(=O)[C@@H](NC(=O)/C(C)=C/C)C(C)C)[C@@H](C)OC(=O)[C@H](CCCCc2ccc(O)cc2)NC(=O)[C@@H](CCC(=O)OC)NC1=O,0.5,-0.4,0.0,1.2,·,-0.9,0.2,-1.1,0.1,-0.6,-2.2
O=C(O)c1ccc2c(c1)OCCOCCOCCOCCOCCO2,0.2,-1.2,-1.2,1.4,0.9,0.0,-2.1,-1.7,0.3,1.6,-6.4
O=C(Nc1cccnc1)c1ccc2c(c1)C(=O)N(Cc1cccnc1)C2=O,-0.2,0.1,-1.5,2.0,1.7,-1.2,1.5,-0.3,-1.4,-6.8,-0.8
Cc1ccc2c(c1)NC(=O)[C@@]1(C)[C@@H](c3ccccc3)[C@H]3COc4ccccc4[C@@H]3N1C2=O,1.2,0.4,-0.8,4.9,1.3,3.3,-0.9,4.0,-1.9,-2.1,-4.7
CC(OC(=O)Cc1c(F)cccc1Cl)C(=O)NC1(C#N)CCCCC1 (stereo unspecified),1.6,-0.5,-1.3,-1.2,2.6,-1.8,-4.7,-5.1,3.5,-5.5,-7.5
CCN(CC)CCN(C)c1ccc(N2C(=O)C3CC=CCC3C2=O)cc1[N+](=O)[O-] (stereo unspecified),-0.2,-2.3,-1.1,-0.1,0.6,-3.0,-3.9,-2.9,3.5,2.6,-6.1
CCCCN1C[C@H](Cc2ccccc2)[C@@H](CC(=O)NCc2ccc(OC)cc2)C1=O,0.0,-0.2,-0.9,-1.8,-0.7,-1.6,0.0,-2.6,2.2,-0.4,-3.4
CC(C)CN(C1CCS(=O)(=O)C1)S(=O)(=O)c1ccc2ccccc2c1 (stereo unspecified),-0.4,1.7,-1.6,-1.4,-1.3,-3.4,-2.9,2.4,-1.5,6.1,-6.0
CCOC(=O)[C@]12CCCCC/C=C\1N(Cc1ccc(OC)cc1)C(=O)[C@H]2CC(=O)NCc1ccc(C)o1,0.5,-1.6,-1.7,-1.3,·,-0.4,1.0,-1.4,0.8,-0.1,-0.2
O=C(COC(=O)c1cccc(Cl)c1)Nc1cc(Cl)ccc1Oc1ccccc1,0.3,0.4,-0.7,-1.4,-0.5,-0.4,3.5,1.4,-0.3,4.0,-0.2
CCC(CC)NC(=O)CN1CCN(S(=O)(=O)c2cccs2)CC1,1.7,-1.7,-0.8,-1.5,0.6,3.1,-6.0,-1.9,-1.2,-4.2,1.3
CCCCNC(=O)C1c2ccccc2OCC(=O)N1Cc1cccnc1 (stereo unspecified),1.6,-1.1,-0.6,-2.8,·,-3.2,1.8,-4.7,-0.8,2.3,1.0
Clc1cccc(-c2ccc(C=Nc3ccc(N4CCOCC4)cc3)o2)c1,-1.3,0.4,0.0,-3.4,1.6,0.6,-142.7,-5.9,-131.0,-1.0,-1.4
Cn1c(SCC(=O)c2ccccc2)ncc(C(=O)Nc2ccccc2)c1=O,1.6,1.7,0.6,4.1,0.2,-1.0,-12.2,-6.7,-1.4,5.8,-5.0
CCOc1cc(C=C(C#N)C#N)ccc1Oc1ccc([N+](=O)[O-])cn1,-1.0,0.7,-1.6,-2.7,3.7,1.5,-7.2,-0.5,-0.5,3.2,-7.4
CCc1ccc(/C=C2/SC(=S)N(CC(=O)Nc3nc4ccccc4s3)C2=O)cc1,0.2,3.1,0.1,2.0,-0.3,-1.3,-3.7,-1.1,-1.7,5.4,2.5
CC(C)OC(=O)CCC1(C(=O)O)CCC(=O)NC1 (stereo unspecified),-0.3,2.7,-1.6,1.4,-0.6,0.8,2.9,-1.8,1.3,4.4,3.5
COc1ccc(CCN(C)Cc2c(O)ccc3cc(Br)ccc23)cc1OC,-0.1,0.9,-1.2,-2.7,0.1,-4.1,-10.1,-0.8,-4.6,-2.6,3.5
Cc1ccc(NC(=O)N2c3ccccc3SC2c2ccco2)c(C)c1 (stereo unspecified),-1.1,0.5,-0.5,-2.0,·,-3.3,3.1,1.2,-1.6,-5.2,-5.5
CC(=O)c1ccccc1NS(=O)(=O)c1c(C)nn(-c2ccccc2)c1C,-1.2,0.5,-1.6,-1.0,-0.6,-2.9,-3.0,-2.9,-4.0,-8.4,0.8
COc1cc(OC)cc(C(=O)NCCNC(=O)c2ccccn2)c1,-0.6,-2.8,-1.3,1.7,0.0,-4.2,-7.5,-6.3,-1.2,-4.0,2.6
COc1ccc(C2=NS(=O)(=O)N(C)C(C(=O)NCc3ccc4c(c3)OCO4)=C2)cc1,-0.1,-0.5,-1.1,2.6,1.6,-3.4,-22.7,0.6,-11.3,-4.5,-1.3
O=[N+]([O-])c1cccc(NN=Nc2ccccc2)c1,0.3,2.1,-0.4,3.5,1.7,-1.8,-6.9,-3.5,-0.8,3.4,1.9
Cc1ccc(C)c(NC(=O)CSc2ccc(S(=O)(=O)N3CCCC3)cn2)c1,1.2,0.4,-1.5,-0.2,-0.1,-3.7,-2.9,4.9,3.8,-1.5,-7.2

Profiles, looked up by structure. Values in the order: DAX1 inh-2, hcDAF12 agonist, ssDAF-12 act, hgDAF-12 ag, DAX1 inh-1, SMARCA2 act, PLC-beta3 inh, ADAM17 inh, PLCg1 inh, NR1D1 modulator, MBD2 DNA inh
Profile of `Clc1cccc(-c2ccc(C=Nc3ccc(N4CCOCC4)cc3)o2)c1` : -1.3, 0.4, 0.0, -3.4, 1.6, 0.6, -142.7, -5.9, -131.0, -1.0, -1.4
Profile of `COc1cc(OC)cc(C(=O)NCCNC(=O)c2ccccn2)c1` : -0.6, -2.8, -1.3, 1.7, 0.0, -4.2, -7.5, -6.3, -1.2, -4.0, 2.6

Continued.
molecule,DAX1 inh-2,hcDAF12 agonist,ssDAF-12 act,hgDAF-12 ag,DAX1 inh-1,SMARCA2 act,PLC-beta3 inh,ADAM17 inh,PLCg1 inh,NR1D1 modulator,MBD2 DNA inh
COc1ccc(-c2ccc(CCC(=O)O)n2-c2cc(OC)ccc2OC)cc1,1.0,-0.2,-1.4,4.6,0.8,0.3,-29.9,-8.3,-22.5,2.9,0.8
O=C(Nc1cc(S(=O)(=O)N2CCOCC2)ccc1N1CCCC1)c1ccc(Cl)cc1,-0.3,-0.9,-1.2,2.2,0.3,-0.8,-26.9,-2.2,-12.2,-9.5,4.3
Cc1ccccc1N1CCN(S(=O)(=O)c2nnc(NC(=O)c3ccco3)s2)CC1,0.2,0.1,-0.3,0.4,0.2,6.2,-27.4,-3.6,-12.7,-4.4,1.1
C[C@H](CO)N1C[C@H](C)[C@@H](CN(C)C(=O)Nc2ccc(F)cc2)OCc2cn(nn2)CCCC1=O,0.0,-0.8,-1.6,0.2,·,-3.1,3.4,-2.7,0.1,5.9,2.3
C/C(=N\Oc1cccc(F)n1)c1ccc(Cl)cc1Cl,-0.1,-1.8,-1.5,0.0,0.0,1.2,-1.4,-0.7,-0.5,-1.4,1.3
O=C(CCS(=O)(=O)Cc1ccccc1F)NCCCN1CCCCC1,0.2,-0.2,-1.1,0.8,0.2,0.8,-1.9,-4.6,0.4,2.9,6.3
Fc1ccc(-n2nnc(-c3ccccc3Cl)n2)cc1,-1.1,-2.0,-1.5,0.4,0.1,0.1,-3.8,-0.5,0.4,-0.2,1.6
COc1ccc(-c2csc(-n3cccn3)n2)cc1,2.2,7.0*,0.0,14.1*,3.8,0.1,-9.0,-3.5,0.7,-0.2,-1.0
O=C(NCCN1CCCCC1)c1ccc(/C=N/O)nc1,0.9,1.2,-0.7,-2.0,1.4,4.0,0.1,-0.6,2.9,1.6,-0.6
CCCc1nccn1S(=O)(=O)c1cc(OC)ccc1OC,0.0,0.6,-1.2,1.9,1.1,-1.1,1.5,-4.2,-0.6,3.6,-5.7
Cc1ccc(S(=O)(=O)N2CCC(C(=O)NNC(=O)c3ccccc3)CC2)cc1,0.8,-0.5,-1.1,-0.9,3.6,2.5,1.7,0.7,2.5,-2.1,0.0
CC1(C(=O)Nc2cccc3ccccc23)CCN1C(=O)Cc1ccc(Cl)cc1Cl (stereo unspecified),-1.6,0.6,-1.5,-1.6,·,-1.7,3.3,5.9,1.2,2.3,5.2
CCc1ccc(OCC(=O)Nc2nnc(C3CCCC3)s2)cc1,0.0,0.3,-0.8,4.0,0.7,1.2,-4.5,-3.0,0.7,-6.4,-2.6
Cn1c(CNC(=O)c2ccco2)nnc1SCC(=O)Nc1ccc(Cl)cc1,1.9,0.9,-0.4,-1.2,0.9,-0.9,-6.9,-4.0,1.1,3.8,0.5
O=C(Nc1cc2c3c(c1)CC(=O)N3CCC2)c1ccc(F)cc1,0.9,0.6,-0.8,2.6,1.2,-0.6,-8.2,-4.3,-0.4,-7.9,-0.8
O=C(CNCC1CCCO1)Nc1ccc(N2CCCCCC2)cc1 (stereo unspecified),0.2,-0.8,-0.8,1.6,1.0,-2.5,6.4,-2.7,0.9,-2.2,-1.7
COc1cc(/C=C2\CC/C(=C\c3ccc(OCCO)c(OC)c3)C2=O)ccc1OCCO,-0.9,-1.7,-1.6,-0.4,0.6,-0.3,-482.9,0.5,-446.9,2.5,-2.5
Cc1nc2ccc(OC(=O)c3ccccc3)cc2s1,-0.1,-0.6,-1.1,2.7,1.1,1.4,-6.5,-0.2,-2.5,-2.8,1.3
CC(C)NC(=O)c1ccc(-c2cccc(C(F)(F)F)c2)o1,-0.1,-0.8,-1.2,2.5,0.2,-0.1,3.5,-2.9,1.1,5.5,-2.2
CC(O)CNc1nc(Cl)c(C#N)s1 (stereo unspecified),0.4,0.7,-1.0,-4.6,0.8,0.9,3.1,0.1,1.0,-1.6,2.5
CCOC(=O)[C@]12CCC=C1N(Cc1ccc(Cl)cc1Cl)C(=O)[C@H](CC(=O)NCCC(C)C)C2,-1.1,-1.2,-1.2,4.7,·,-4.7,2.1,-0.7,0.2,-1.9,4.4

Source: PubChem (several laboratories)
